Assay outcomes (PubChem BioAssay)
KCNQ1 block = inhibitors of human KCNQ1 potassium channel | P51787 | CHO-K1 KCNQ1, FluxOR thallium flux fluorescence; active compounds read high | B-score at 10 µM | hit rate 1.3% among 310,000 | AID 2642;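 active means compounds whose thallium flux B-score, printed positive for inhibition, exceeds three library SD while starting fluorescence stays within three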;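 further: channel opened by potassium depolarization with thallium stimulus after 20 min compound exposure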
ANO1 activ = mouse TMEM16A channel activation, primary screen; hit rate 0.3% among 340,000; AID 623877; B-score at 10 µM; HEK293 TMEM16A/YFP-H148Q/I152L, iodide quench fluorescence; active compounds read low; Q8BHY3;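 active means fluorescence-ratio B-score plate-corrected deviation score at least 3 library SD below zero, with starting fluorescence score within 5 deviations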;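 further: channel opened by trigger with iodide after compound preincubation; score built on the fluorescence ratio of max minus min over baseline; more negative score means more quench and so TMEM16A activation or potentiation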
KCNK3 block = human KCNK3 channel inhibition, primary screen; CHO-KCNK3 thallium flux, FluxOR fluorescence; active compounds read low; B-score at 10 µM; hit rate 0.84% among 340,000; O14649;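 active means B-score under library mean minus 4 SD, starting fluorescence ratio at most library mean plus 5 SD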;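 further: more negative B-score means stronger inhibition of thallium flux through KCNK3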
Target sequence (O14649 whole entry, looked up): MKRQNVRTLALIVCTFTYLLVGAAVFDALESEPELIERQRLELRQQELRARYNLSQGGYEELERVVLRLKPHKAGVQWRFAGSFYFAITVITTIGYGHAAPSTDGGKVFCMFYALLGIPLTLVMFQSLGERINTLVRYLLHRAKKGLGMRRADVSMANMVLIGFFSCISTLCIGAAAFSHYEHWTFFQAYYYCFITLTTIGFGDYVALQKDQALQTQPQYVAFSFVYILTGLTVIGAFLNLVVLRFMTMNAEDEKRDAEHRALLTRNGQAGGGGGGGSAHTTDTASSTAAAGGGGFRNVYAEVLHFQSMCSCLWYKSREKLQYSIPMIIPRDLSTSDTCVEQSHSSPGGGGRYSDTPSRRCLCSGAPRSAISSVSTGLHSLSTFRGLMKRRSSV
HDAC3 inh = inhibitors of human histone deacetylase 3. O15379. recombinant HDAC3, fluorogenic peptide/trypsin coupled, fluorescence. inhibition, % at 8.3 µM. hit rate 0.15% among 320,000. AID 2718; in the data active means inhibition above about 26%, passing the limit was not always enough; inconclusive means no clear call, values can overlap the other calls
Target sequence (O15379 whole entry, looked up): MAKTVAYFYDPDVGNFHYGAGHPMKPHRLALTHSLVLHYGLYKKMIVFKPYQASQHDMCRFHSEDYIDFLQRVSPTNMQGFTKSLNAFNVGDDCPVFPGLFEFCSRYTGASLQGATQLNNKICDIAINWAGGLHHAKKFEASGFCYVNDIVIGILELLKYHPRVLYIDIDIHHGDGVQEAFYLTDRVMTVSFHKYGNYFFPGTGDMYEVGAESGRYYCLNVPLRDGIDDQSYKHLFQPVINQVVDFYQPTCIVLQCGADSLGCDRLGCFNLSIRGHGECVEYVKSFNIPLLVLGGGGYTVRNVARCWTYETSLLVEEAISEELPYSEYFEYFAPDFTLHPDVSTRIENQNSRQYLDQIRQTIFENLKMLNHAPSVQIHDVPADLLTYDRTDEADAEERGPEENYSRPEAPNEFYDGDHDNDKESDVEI
TRPC4 act = activators of mouse TRPC4 channel; B-score at 10 µM; Q9QUQ5; HEK293 TRPC4beta/mu-opioid, Fluo4 calcium fluorescence; active compounds read high; hit rate 0.49% among 310,000;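 active means B-score above 5 SD of library B-scores, and initial fluorescence ratio not above library mean plus 5 SD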;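 further: positive B-score marks a calcium rise read as TRPC4 activation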
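Technique: kinetic Fluo4 calcium fluorescence; Test system: TRPC4beta and mu-opioid receptor HEK293 stable cells; Measure: B-scored integrated calcium fluorescence ratio; Benchmarks: low control buffer alone, high control maximal DAMGO; Schedule: 45 min room-temperature Fluo4 loading, 110 s read.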
TRPC4 potent = allosterically enhances the mouse TRPC4 cation channel. B-score at 10 µM. hit rate 0.42% among 310,000. Q9QUQ5. HEK293 TRPC4beta/mu-opioid, DAMGO EC20, Fluo-4 Ca2+ flux; active compounds read high. AID 2227;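 active means B-score of calcium response area above 5 SD of library B-scores, with initial fluorescence ratio within 5 SD of library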;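 further: B-score of integrated fluorescence ratio over time as area under calcium response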
KCNQ1 pot = human KCNQ1 channel potentiation or activation; CHO-K1 KCNQ1, thallium flux FluxOR fluorescence; active compounds read high; B-score at 10 µM; P51787; hit rate 0.35% among 310,000;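 active means fluorescence ratio B-score, a plate-corrected score, at least three library SD, with initial intensity B-score within 5 SD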
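System: CHO-K1 cells stably expressing KCNQ1 / Medium: assay buffer for compound exposure, DMSO matched across wells / Reagent: thallium- and potassium-containing depolarizing buffer / Compound: one concentration, matched DMSO / Incubation: 20 min compound pretreatment at room temperature / Measured by: kinetic FluxOR fluorescence, 10 s baseline plus 110 s post-stimulus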
ANO1 block = mouse TMEM16A channel inhibition, primary screen. Q8BHY3. HEK293 TMEM16A/YFP iodide influx fluorescence, ionomycin. normalized B-score (activity score, 25-100; higher = stronger inhibition) at 10 µM. hit rate 1.2% among 310,000;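 active means ratio plate-corrected score three or more library SD toward inhibition, starting fluorescence score within five deviations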;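 further: score derived from kinetic fluorescence span divided by baseline fluorescence per well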
hERG rescue = compounds protecting human hERG from proarrhythmic drug block; Q12809; CHO-hERG, FluxOR thallium flux, dofetilide IC70 present; hit rate 0.51% among 310,000; AID 1511; activation (rescue from dofetilide block), less the hit threshold, % at 10 µM;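 active means activation above the mean of controls blocked by dofetilide plus 5 SD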;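 further: thallium influx through hERG after potassium depolarization seen as dye fluorescence rise; in these data hits start at about 4.7%; inactives centre near -7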
KCNK9 block = human KCNK9 channel inhibition; B-score at 10 µM; hit rate 1.2% among 310,000; HEK293 KCNK9, FluxOR thallium flux fluorescence; active compounds read low;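 active means ratio B-score over 3 SD below the library mean, with starting fluorescence within 5 SD of its mean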;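 further: negative B-score means less thallium flux so channel inhibition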
Dyrk1A ADPGlo = blocks rat Dyrk1A kinase activity. ADP-Glo luminescence, NFATc1 peptide. inhibition, % at 12.5 µM. hit rate 0.43% among 310,000. AID 504441; in the data active means inhibition above about 50%;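 further: plate controls were vehicle with enzyme for no effect and no enzyme for full effect; many of its hits are not listed in these tables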
Starred values were filed as active, the others as inactive; i = inactive; ? = inconclusive; . = not tested or not shown.

SMILES	KCNQ1 block	ANO1 activ	KCNK3 block	HDAC3 inh	TRPC4 act	TRPC4 potent	KCNQ1 pot	ANO1 block	hERG rescue	KCNK9 block	Dyrk1A ADPGlo
CN(Cc1ccccc1)C(=O)c1[nH]cnc1C(=O)NCC(=O)OC(C)(C)C	i	i	i	-1.3	i	i	i	i	-7.0	i	2.4
CC(C)CC(NS(=O)(=O)c1ccccc1)C(=O)O (stereo not given)	i	i	i	-0.6	i	i	i	i	-21.1	i	-0.9
Cc1ccccc1OCC(=O)NNC(=O)c1ccc(-n2cncn2)c([N+](=O)[O-])c1	i	i	i	2.0	i	i	i	i	-6.3	i	-6.8
CCCOC1CCCN(C(=O)c2ccc(OC)c(OC3CCN(C(C)C)CC3)c2)C1 (stereo not given)	i	i	i	-6.2	i	i	i	i	-6.0	i	-3.9
CCCC1(C(=O)O)NC(c2ccc(OC)cc2O)C2C(=O)N(c3ccc(OC)cc3)C(=O)C21 (stereo not given)	i	i	i	-3.7	i	i	i	i	2.0	i	-8.3
COC(=O)c1ccc2nc(C)cc(Nc3ccccc3C)c2c1	i	i	i	11.8	i	i	i	i	-7.0	i	19.2
Cc1ccc(OCC(=O)NCCc2c[nH]c3ccccc23)cc1	i	i	i	.	i	i	i	i	1.5	i	2.6
CCc1ccc(-c2cc(C(=O)Nc3ccc(S(=O)(=O)NC(C)=O)cc3)c3ccccc3n2)cc1	i	i	i	5.7	i	i	i	i	-5.0	i	22.9
COC(=O)c1nc(NC(=O)c2ccc(Cl)cc2)n[nH]1	i	i	i	7.1	i	i	i	i	-5.8	i	3.6
COc1ccc(S(=O)(=O)N2CCC(C(=O)NCc3cccnc3)CC2)cc1OC	i	i	i	3.6	i	i	i	i	-5.6	i	2.0
c1ccc(NC2=NCCN2CCC2CCCC2)cc1	i	i	i	-3.5	i	i	i	i	-1.6	i	2.7
Cc1csc(SCC(=O)Nc2cccc3nsnc23)n1	.	i	i	?	.	.	.	i	.	.	19.5
COc1ccccc1OCCC(=O)Nc1nc(C)cs1	i	i	i	-5.9	i	i	i	i	-8.2	i	-7.8
COc1ccc(N2CCN(C(=O)COC(=O)/C=C/c3ccc(C(F)(F)F)cc3)CC2)cc1	i	i	i	-0.4	i	i	i	i	-9.6	i	-5.9
c1ccc2c(CNc3ccc(CNc4ncn[nH]4)cc3)cccc2c1	i	i	i	-4.6	i	i	i	i	-10.9	i	2.6
COC(=O)c1ccsc1NC(=O)c1ccc(Cl)s1	i	i	i	-1.6	i	i	i	i	-2.2	i	0.0
CN(CCOc1ccccc1)C(=O)c1cc([N+](=O)[O-])cc([N+](=O)[O-])c1	i	i	i	-4.6	i	i	i	i	-8.8	i	-7.6
CCOc1cc(Cl)c(NC(C)=O)cc1OCC	i	i	i	-3.7	i	i	i	i	-7.8	i	3.5
Cc1ccc(N2CCN(Cc3ccccc3)CC2=O)c(C)c1	i	i	i	0.9	i	i	i	i	-7.5	i	-3.9
CN(C(=O)c1c(Cl)nc2sccn12)C1CCCCC1	i	i	i	0.0	i	i	i	i	-2.4	i	2.3
CCCCN(C(=O)c1c(CC)noc1C)c1c(N)n(CCC)c(=O)[nH]c1=O	i	i	i	3.0	i	i	i	i	-10.0	i	-6.4
CCCOc1ccccc1NC(=O)Nc1ccccc1Cl	i	i	i	-2.0	i	i	i	i	-6.2	i	-1.7
COc1ccccc1CNC(=O)c1oc2ccccc2c1C	i	i	i	-1.4	i	i	i	i	-8.8	i	13.7
O=C(NC1CC2CCC1C2)c1ccco1 (stereo not given)	i	i	i	-1.7	i	i	i	i	-4.8	i	-4.0
Cc1ccccc1-c1nc2cc(N)ccc2o1	i	.	i	-0.8	i	i	i	i	-6.9	i	3.1

Of the compounds above, 2 have two or more sulfur atoms:
SMILES	KCNQ1 block	ANO1 activ	KCNK3 block	HDAC3 inh	TRPC4 act	TRPC4 potent	KCNQ1 pot	ANO1 block	hERG rescue	KCNK9 block	Dyrk1A ADPGlo
Cc1csc(SCC(=O)Nc2cccc3nsnc23)n1	.	i	i	?	.	.	.	i	.	.	19.5
COC(=O)c1ccsc1NC(=O)c1ccc(Cl)s1	i	i	i	-1.6	i	i	i	i	-2.2	i	0.0

The listing continues:
SMILES	KCNQ1 block	ANO1 activ	KCNK3 block	HDAC3 inh	TRPC4 act	TRPC4 potent	KCNQ1 pot	ANO1 block	hERG rescue	KCNK9 block	Dyrk1A ADPGlo
O=C(O)c1ccccc1/C=N/NC(=O)C1CCCCC1	i	i	i	-2.6	i	i	i	i	-9.0	i	2.0
CC1CCC(NC(=O)c2ccc(NC(=O)c3ccc(=O)[nH]c3)cc2)CC1 (stereo not given)	i	.	.	-5.6	i	i	i	i	-8.4	i	.
CCN(CC)CCCN1C(=O)C(O)=C(C(=O)c2cc3ccccc3o2)C1c1ccccn1 (stereo not given)	.	i	i	-7.5	.	.	.	i	.	.	-3.4
Cc1cccc(/C=C/C(=O)c2ccc([N+](=O)[O-])o2)c1	8*	i	i	0.5	i	i	i	i	-17.1	i	19.9
CCOC(=O)c1ccc(NS(=O)(=O)c2c(C)[nH]c(C)c2C(=O)N2CCCCC2)cc1	i	i	i	3.0	i	i	i	i	-8.3	i	-0.5
O=C(CCn1c(=O)sc2ccccc21)NC1CCCCC1	i	i	i	-1.8	i	i	i	i	-7.1	i	-8.4
O=C(NCSc1ccncn1)c1ccccc1	i	i	i	-0.3	i	i	i	i	-2.5	i	3.2
Cc1cccc(NC(=O)NCCN2C(=O)C3C4C=CC(C4)C3C2=O)c1 (stereo not given)	i	i	i	0.3	i	i	i	i	-7.2	i	-0.2
COc1ccc(CCNC(=O)c2cc(-c3cccs3)on2)cc1OC	i	i	i	-0.2	i	i	i	i	-12.0	i	-1.6
CN1CCN(CCCCOc2ccc(F)cc2)CC1	i	i	i	2.8	i	i	i	i	-12.2	i	-4.0
O=C(CSc1nnc2c(Cl)cc(Cl)cn12)NC1CCS(=O)(=O)C1 (stereo not given)	i	i	i	-5.6	i	i	i	i	-6.5	i	2.1
Cc1cc(C)cc(OCC(O)Cn2nc(C)cc2C)c1 (stereo not given)	i	i	i	-6.1	i	i	i	i	-13.2	i	-0.9
COc1ccc(CCNC(=O)c2ccc3c(SCC(=O)O)c4c(nc3c2)CCCC4)cc1OC	i	i	i	4.9	i	i	i	i	-11.6	i	5.0
CC(NC(=O)Cn1cnnn1)C12CC3CC(CC(C3)C1)C2 (stereo not given)	i	i	i	-9.4	i	i	i	100*	-3.3	i	1.3
NC(=O)CCCn1c(C(=O)c2ccc(Cl)cc2)c2ccc(C(F)(F)F)cc2[n+]1[O-]	i	i	i	-2.3	i	i	i	i	-11.2	i	7.6
COC(=O)c1nn(-c2ccccc2)c(=O)cc1Sc1ccc(Cl)cc1	i	i	i	-0.8	i	i	i	i	0.1	i	-0.7
Cc1ccccc1CCNC(=O)C1CCC(=O)N(CCc2cccc(F)c2)C1 (stereo not given)	i	i	i	.	i	i	i	.	-12.7	i	4.7
O=C(O)c1cc(-c2ccc3ccccc3c2)nc2ccc(F)cc12	i	i	i	-9.5	i	i	i	i	-4.5	i	6.9
CNC(=O)COc1ccc(S(=O)(=O)Nc2ccc(OC)cc2)cc1	i	i	i	0.4	i	i	i	i	-10.1	i	-1.6
O=C(Nc1ccccc1)c1c(F)cccc1F	i	i	i	3.2	i	i	i	i	-1.2	i	11.3
Cc1[nH]c2c(ccc3ccccc32)c1C1C(CCN)C1(C)C (stereo not given)	i	i	i	-3.4	70*	i	i	i	-18.2	i	48.9
S=c1[nH]nc(-c2cccnc2)n1-c1ccc2c(c1)OCCO2	i	i	i	8.3	i	i	i	i	-14.9	i	-0.6
C1CCc2c(nc3nnnn3c2NC2CCCC2)C1	i	i	i	-6.4	i	i	i	i	-1.4	i	6.0
Cc1cccc(-n2c(-c3ccccc3)c[nH]c2=S)c1C	i	i	i	-8.3	i	i	i	i	-1.3	i	-1.2
COc1ccccc1N(CC(=O)N/N=C/c1ccc(C(=O)O)cc1)S(=O)(=O)c1ccc(C)cc1	i	i	i	4.2	i	i	i	i	-10.7	i	-0.1

Further records:
SMILES	KCNQ1 block	ANO1 activ	KCNK3 block	HDAC3 inh	TRPC4 act	TRPC4 potent	KCNQ1 pot	ANO1 block	hERG rescue	KCNK9 block	Dyrk1A ADPGlo
Cc1nn(-c2cccc(C(=O)O)c2)c(C)c1[N+](=O)[O-]	i	i	i	5.9	i	i	i	i	-7.4	i	-5.5
O=C(c1ccco1)N1CCN(C(=O)C2Cc3ccccc3CN2S(=O)(=O)c2ccc(F)cc2)CC1 (stereo not given)	i	i	i	3.1	i	i	i	i	-6.6	i	-10.3
O=C(CN1C(=O)c2cccc3cccc1c23)N1CCc2ccccc2C1	i	i	i	0.1	i	i	i	i	-9.1	i	3.4
O=C(COC(=O)c1cccnc1Nc1ccccc1F)NCc1ccc2c(c1)OCO2	i	i	i	-2.4	i	i	i	i	-11.4	i	6.2
CCN(CC(=O)Nc1c(F)cccc1F)C(=O)/C=C/c1ccc(OCC#N)c(OC)c1	i	i	i	-1.0	i	i	i	i	-8.4	i	11.2
Cc1nc(C(=O)NCCO)cc2c1[nH]c1ccccc12	i	i	i	-1.3	i	i	i	i	-5.1	i	0.5
Cc1cc(C)nc(-n2nc(C)cc2NC(=O)COC(=O)CCC(=O)c2cccs2)n1	i	i	i	-3.0	i	i	i	i	-9.4	i	-7.0
CCc1cccc(CC)c1NC(=O)c1ccccc1CCc1ccccc1	i	i	i	10.5	i	i	i	i	-6.8	i	-3.3
CCCCNS(=O)(=O)c1ccc(NC(=O)Cc2ccccc2[N+](=O)[O-])cc1	i	i	i	1.3	i	i	i	i	-12.4	i	-1.9
COCCCN1C(=O)C(O)=C(C(=O)c2ccco2)C1c1ccc(Br)cc1 (stereo not given)	i	i	i	-4.1	i	i	i	i	-8.7	i	3.7
CC(C)(C)NC(=O)c1cnn(-c2ccccc2)c1NC(=O)c1ccccc1	i	i	i	2.2	i	i	i	i	1.2	i	-4.2
COc1ccc(OCCCC(=O)OC(C)C(=O)Nc2ccc(NC(C)=O)cc2)cc1 (stereo not given)	i	i	i	0.9	i	i	i	i	-4.6	i	2.0
COc1ccc(-n2c(C)c(C)c3c(NCCO)ncnc32)cc1	i	i	i	-14.4	i	i	i	i	-6.2	i	-2.1

An excerpt (hit frequency here may not be typical).
